Bioassay records: PubChem, several laboratories
MEKK2 WT-MEK5: raises or lowers MEK5 binding to wildtype human MEKK2 PB1 domain; Q9Y2U5; bead flow cytometry, Alexa488-MEK5 binding to MEKK2 WT; actives lie on both sides; binding response (% of control), % at 10 µM; 1.1% of 290,000 active; in the data active = binding response below about 67% or above about 130%; inconclusive = no clear call, values can overlap the other calls; inactive = in between
SUMO HTRF inh: inhibitors of human SUMOylation (UBC9). P63279. HTRF SUMOylation assay, SAE1/SAE2 + UBC9, in vitro. inhibition, % at 35 µM. 0.36% of 290,000 active. AID 2006; in the data active = inhibition above about 50%, passing the limit was not always enough; inconclusive = no clear call, values can overlap the other calls; also: strong numbers were not always called active
Target sequence (P63279 whole entry, looked up): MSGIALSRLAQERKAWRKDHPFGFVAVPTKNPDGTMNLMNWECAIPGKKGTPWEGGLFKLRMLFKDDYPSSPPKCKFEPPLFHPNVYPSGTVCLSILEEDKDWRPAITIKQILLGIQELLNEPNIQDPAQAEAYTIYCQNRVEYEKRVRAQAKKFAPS
VIM-2 inhibitor: inhibitors of Pseudomonas aeruginosa VIM-2 metallo-beta-lactamase. 0.89% of 290,000 active. inhibition, % at 5.6 µM. purified VIM-2, nitrocefin hydrolysis, epi-absorbance fluorescence. AID 1527;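 active = inhibition above the mean of all tested compounds plus 3 SD, cutoff set per screening run, cut at about 7.5% in these data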;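 also: red hydrolysis product quenches plate fluorescence so inhibitors raise well fluorescence; 0% = enzyme with DMSO and 100% = DMSO without enzyme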
DNA FID counter: fluorescent intercalator displacement, NS3 helicase counter-screen | DNA fluorescent intercalator displacement, fluorescence | inhibition, % at 7.9 µM | 0.17% of 290,000 active | AID 1845; in the data active = inhibition above about 37%;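 also: 0% = vehicle and 100% = reference compound; higher means more ethidium bromide displaced from hairpin DNA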
IMP-1 inh: inhibitors of Pseudomonas aeruginosa IMP-1 metallo-beta-lactamase; inhibition, % at 5.6 µM; purified IMP-1, nitrocefin hydrolysis, epi-absorbance fluorescence; 0.45% of 290,000 active; AID 1556;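 active = inhibition above the mean plus 3 SD of all compounds in the same screening run, cut at about 4.5% in these data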;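 also: 0% = IMP-1 with DMSO and 100% = DMSO wells lacking enzyme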
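System – purified recombinant IMP-1 beta-lactamase · Input – IMP-1 dispensed at 0.2 nM · Timing – 15 min preincubation plus 25 min reaction at 25 °C · Signal – Epi-absorbance fluorescence, 480 nm excitation, 530 nm emission · Measure – percent IMP-1 inhibition derived from blank-referenced optical density · Controls – Enzyme-plus-DMSO low control, enzyme-free DMSO high control · Replication – singlicate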
MEKK2mut PB1 HTS: signal of MEK5 binding to mutant human MEKK2 PB1 domain. bead flow cytometry, Alexa488-MEK5 binding to MEKK2 mutant. percent response, % at 10 µM. 0.35% of 290,000 active. AID 1530; in the data active = percent response above about 24%, passing the limit was not always enough; also: inactives centre near 1; some results filed as inactive read as strong as hits
NALP1 yeast inh: NALP1 inhibition | S. cerevisiae NALP1/ASC/caspase-1 growth, X-gal OD620, 72 h | inhibition, % at 10 µM | 0.61% of 280,000 active | AID 2071; in the data active = inhibition mostly above about 24%, no sharp cut-off; inactive = mostly below about 32%; also: some compounds called inactive have numbers as strong as hits
M18AAP inhibitor: blocks P. falciparum M18 aspartyl aminopeptidase | recombinant PfM18AAP, H-Glu-NHMec fluorogenic cleavage | 1.2% of 290,000 active | AID 1822 | inhibition, % at 7.35 µM;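 active = inhibition above the campaign mean inhibition over all tested compounds plus 3 SD, cut at about 28% in these data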;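 also: 0% = plate median of test compound wells and 100% = 2 mM ZnCl2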
NS3 helicase inh: blocks Hepatitis C virus NS3 helicase unwinding; inhibition, % at 10.9 µM; AID 1800; 0.56% of 290,000 active; NS3 helicase DNA unwinding, Cy5 molecular beacon fluorescence;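 active = inhibition above the mean of all tested compounds plus 3 SD, set per campaign, cut at about 35% in these data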;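 also: 0% = DMSO wells and 100% = thioflavine S control wells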
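System: HCV NS3 helicase fragment; control set: DMSO and thioflavine S; technique: Cy5 fluorescence at 0 and 60 min, beacon hairpin quenching; reagent: beacon DNA duplex substrate plus ATP; replicates: singlicate; schedule: 1 h reaction at 25 °C, ATP-initiated; medium: MOPS buffer pH 6.5 with MgCl2, DTT, Tween20, BSA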
An asterisk follows results filed as active; ? = inconclusive; / = not tested or not shown. Hits appear at their usual frequency, and some 4.7% of all compounds hit somewhere here.

SMILES	MEKK2 WT-MEK5	SUMO HTRF inh	VIM-2 inhibitor	DNA FID counter	IMP-1 inh	MEKK2mut PB1 HTS	NALP1 yeast inh	M18AAP inhibitor	NS3 helicase inh
O=C1C=C(OCc2ccccc2)CN1	104	9	-0.5	4	-2.4	4	19	4	-1
O=C(CCC(=O)N1CCOc2ccc(Cl)cc21)NCc1ccccc1	100	9	0.0	-24	1.2	-2	16	0	13
CC(=O)c1c(C)[nH]c(C2=NNC(=NCc3ccccc3)SC2)c1C	106	20	-4.0	-11	-4.7	9	7	4	7
O=C(Nc1ccccc1)c1cnc[nH]1	/	6	-3.9	3	-5.8	/	8	-7	8
Cn1c2ccccc2c2cnn(CC(=O)O)c(=O)c21	103	7	-0.2	1	-3.4	5	6	6	-3
CCc1ccc(OCc2n[nH]c(=S)n2C(C)CCCC(C)C)cc1 (stereo not drawn)	90	3	-4.0	-15	-4.0	-3	-25	1	12
CSc1cccc(NC(=S)N2CCC(N(C)C3CCCCC3C)CC2)c1 (stereo not drawn)	100	12	-2.7	16	-1.8	0	7	4	-7
NNc1nnc(-c2ccccc2)c(-c2ccccc2)n1	100	3	-7.4	-6	-2.5	1	-8	6	-4
COc1ccc(CC(=O)N(Cc2cc3cc(OC)ccc3[nH]c2=O)C(C)C)cc1	100	21	-3.9	-29	-4.0	-7	8	6	12
COc1ccc(CCNC(=O)Cc2cccs2)cc1	98	5	1.4	-4	-1.3	-2	21	-12	2
Brc1cc(Br)c2nc3c(cc2c1)CCC3	102	4	5.8	-11	-2.0	1	30	-14	-1
CC(=O)c1cccc(NC(=O)N2CCC(NC(=O)c3ccco3)CC2)c1	104	-1	-2.1	-7	-0.7	8	9	1	5
CC(NC(=O)CSc1nc2ccccc2c(=O)n1CCCO)c1ccccc1 (stereo not drawn)	102	-14	2.2	-21	-0.2	1	20	-1	2
Cc1ccc(/C=C2/SC(=S)N(CCC(=O)N3CCN(C)CC3)C2=O)cc1	96	8	-2.9	9	-1.1	5	15	12	-34
O=C(N/N=C/c1ccc([N+](=O)[O-])o1)c1ccccc1NS(=O)(=O)c1cccs1	98	22	-4.1	-17	-10	-1	12	10	9
CC(C)C(NC(=O)C1CCCCC1)C(=O)Nc1ccncc1 (stereo not drawn)	99	-9	-2.0	-7	-0.4	16	-1	2	1
Cc1n[nH]c(=O)c2ccccc12	102	12	-0.2	-2	-3.3	14	32	-15	8
c1ccc(-c2noc(-c3ccc4c(c3)OCO4)n2)nc1	97	5	-1.2	-1	-2.4	0	21	2	-3
Cc1ccc(-n2cc(CN(C)Cc3ncc[nH]3)c(-c3cccc(C)c3)n2)cc1	119	-2	-5.2	15	-2.8	6	-12	-2	-72
CCOC(=O)NN=C1CN(S(=O)(=O)c2ccc(C)cc2)C1	95	-3	-0.3	-3	-1.5	-5	-60	-5	-4
C#CCOCCOCCOCCNc1nc(N2CCN(C(=O)[C@H](CCC(=O)O)n3cc(C(N)CO)nn3)CC2)nc(N2CCN(C(=O)[C@H](Cc3ccc(O)cc3)n3cc(C(N)[C@H](C)CC)nn3)CC2)n1 (stereo partly drawn)	108	-6	-2.4	7	-2.5	1	-10	3	-10
CC(=O)c1c(N2CCN(CCO)CC2)nc(=S)n(-c2ccccc2)c1C	103	-1	-2.2	0	-2.3	1	2	0	-2
CCc1ccccc1NC(=O)c1cc(C2CC2)on1	107	16	/	/	/	6	-10	/	/
N#CC1=C(N)Oc2cc(O)ccc2C1c1cccnc1 (stereo not drawn)	120	-4	-4.0	1	-2.5	1	-1	1	3
CCCCC(=O)Nc1cc(C(=O)NCCc2ccccc2)ccc1Cl	101	-8	0.0	-15	-0.7	2	4	-5	3
Cc1cc(C(=O)NCc2ccccc2Cl)c2ccccc2n1	97	-2	-3.6	-23	-5.6	5	11	0	12
Cc1nc(CS(=O)(=O)c2ccc(Cl)cc2)cc(Sc2ccc(Cl)cc2)n1	102	-19	0.5	-21	-1.7	0	32	-4	-7
CCCCOc1ccc(C(=O)Nc2ccc(OCC(=O)N3CCOCC3)cc2)cc1	95	10	-0.4	-35	-3.2	0	18	4	3
N=c1n(Cc2ccc(Cl)cc2)c2ccccc2n1CC(O)COc1ccccc1 (stereo not drawn)	142*	-12	-4.3	43*	-3.2	3	10	-7	-44
COc1ccc(NC(=O)CSc2ccc(C)cc2)cc1	100	-5	-1.2	-10	-0.4	2	-99	3	6
O=C(CCCN1C(=O)C2C3C=CC(C3)C2C1=O)N1CCN(c2ccccc2)CC1 (stereo not drawn)	/	26	0.7	-22	-3.2	/	5	-4	0
COc1ccc(CC(=O)NC(c2ccccc2)c2ccc(C)cc2)c(OC)c1 (stereo not drawn)	100	14	-1.9	-34	-2.2	0	24	4	-5
Cc1c(C)n(CCc2ccccc2)c2ncnc(NCCCO)c12	100	17	1.7	-20	-1.2	1	-4	-14	-15
O=C(Nc1ccc2nc(-c3ccco3)c(-c3ccco3)nc2c1)NC1CC1	85	?	-2.7	-6	1.3	2	1	29*	47*
O=C1/C(=C/c2ccc(O)cc2)SC(=S)N1CC1CCCO1 (stereo not drawn)	96	0	1.4	8	0.7	7	14	7	8
Cn1c(NCCO)nc2c1c(=O)n(Cc1cccc(Cl)c1)c(=O)n2C	113	1	1.3	-8	-4.1	9	-8	2	-3
O=C(Nn1cnnc1)c1cc([N+](=O)[O-])cc([N+](=O)[O-])c1	96	-13	-1.0	-1	-1.6	-1	34	45*	4
c1cncc(CNc2ncnc3sccc23)c1	92	13	-1.1	4	-1.1	-6	3	-4	-1
CCCNC(=O)c1ccc2snnc2c1	96	8	-4.6	3	-3.4	1	-93	2	3
O=C(NCc1cccnc1)C(=O)NCC1OCCCN1S(=O)(=O)c1ccc(F)cc1 (stereo not drawn)	101	4	-0.3	-12	-3.0	3	13	0	-3

Filtered by structure, the compounds so far with a COOH group (2)
SMILES	MEKK2 WT-MEK5	SUMO HTRF inh	VIM-2 inhibitor	DNA FID counter	IMP-1 inh	MEKK2mut PB1 HTS	NALP1 yeast inh	M18AAP inhibitor	NS3 helicase inh
Cn1c2ccccc2c2cnn(CC(=O)O)c(=O)c21	103	7	-0.2	1	-3.4	5	6	6	-3
C#CCOCCOCCOCCNc1nc(N2CCN(C(=O)[C@H](CCC(=O)O)n3cc(C(N)CO)nn3)CC2)nc(N2CCN(C(=O)[C@H](Cc3ccc(O)cc3)n3cc(C(N)[C@H](C)CC)nn3)CC2)n1 (stereo partly drawn)	108	-6	-2.4	7	-2.5	1	-10	3	-10

Further results
SMILES	MEKK2 WT-MEK5	SUMO HTRF inh	VIM-2 inhibitor	DNA FID counter	IMP-1 inh	MEKK2mut PB1 HTS	NALP1 yeast inh	M18AAP inhibitor	NS3 helicase inh
CCc1cc2c(=O)c(-c3nc4ccccc4n3C)c(C)oc2c(CN2CCOCC2)c1O	100	29	-1.9	-25	-2.4	3	32	0	4
CC(=O)Nc1ccc(NC(=O)Nc2ccc3c(c2)N(C)C(=O)CS3)cc1	95	-3	1.8	-9	2.1	-6	-7	-8	16
CCOC(=O)c1c(SC)n(-c2ccccc2)c(=S)n(-c2ccccc2)c1=O	96	-11	-2.5	-28	-0.7	-4	21	-4	1
C=CCN(C(=O)CCC(=O)Nc1cc(C)on1)C(C(=O)NC1CCCC1)c1ccc(OC)cc1OC (stereo not drawn)	102	-17	-0.9	-39	-1.8	-5	-19	-2	10
Cc1ccc(SCn2nnc3ccccc3c2=O)c(C)c1	100	6	-0.1	-11	-1.8	-1	-1	2	-3
CCOc1cc(/C=C/c2cc(C(=O)O)c3ccccc3n2)ccc1O	103	-25	1.7	-14	-2.6	-2	23	15	-23
CCOC(=O)N1CCC(NC(=O)c2cc(S(=O)(=O)N(CC)CC)ccc2F)CC1	102	2	-2.6	-20	-4.3	3	-4	-12	-5
CCCCNC(=O)Nc1c(C(=O)OCC)[nH]c2ccccc12	97	13	-2.0	-4	-3.1	2	29	8	-5
Cn1cc(CCC(=O)NCc2ccc(Cl)cc2)c2ccccc21	113	3	-1.7	-18	-1.3	5	24	0	-8
CSc1ncccc1C(=O)OCC(=O)N(CC(C)C)C1CCS(=O)(=O)C1 (stereo not drawn)	105	14	-1.0	-17	-3.7	1	11	-12	0
O=C(CSc1ccccc1Cl)N1CCOCC1	107	21	-1.7	-4	-0.4	8	-1	-14	9
COc1ccccc1C(=O)NNC(=O)c1ccccc1F	102	4	-1.6	-3	8.6*	2	40	3	2
COc1cccc(NC(=O)c2cc([N+](=O)[O-])ccc2NCc2cccnc2)c1	97	8	-0.1	-12	-1.3	0	22	-10	-5
O=C(NS(=O)(=O)c1ccccc1)c1ccccc1O	102	8	-1.2	-6	-2.7	4	16	3	20
CCN(CC)c1ccc(/C=N/NC(=O)Cc2cccs2)c(O)c1	101	5	-6.0	-6	-2.5	1	24	12	-4
Cc1cc([N+](=O)[O-])nn1CC(=O)NCCCn1ccnc1	95	12	-0.1	0	-3.5	-2	2	0	2
COc1cc(/C=C/C(=O)NCc2cccnc2)cc(OC)c1OC	92	-5	-3.3	-4	-0.1	-4	19	-7	4
NCCCCCc1nnc(SCC(=O)c2ccc(Cl)cc2)o1	110	19	-2.5	18	-3.0	4	28	-6	-93
O=C(COc1cc2oc(=O)cc(-c3ccccc3)c2cc1Cl)NCC1CCC(C(=O)O)CC1 (stereo not drawn)	95	11	-1.8	-39	-2.8	-1	4	4	1
COc1cc(C(=O)Nc2ccc3c(c2)OCCO3)ccc1OC(C)C	91	2	-1.8	-24	-1.9	-7	20	-3	6
CCCCCCNC(=O)CC(NS(=O)(=O)c1ccc(OC)cc1)C(C)C (stereo not drawn)	98	-5	-1.7	-28	-3.6	-3	16	-4	0
O=S(=O)(NC1CC1)c1ccc(S(=O)(=O)N(Cc2ccccn2)C2CCCC2)cc1	100	2	-1.8	-18	-4.5	-1	12	-2	-4
COc1cccc(C(=O)N2CCN(S(=O)(=O)Cc3ccccc3)CC2)c1OC	102	10	-3.1	-14	-4.0	2	3	-2	0
O=C(Cc1cn2ccsc2n1)Nc1nc2c(s1)CN(Cc1ccccc1)CC2	/	-27	-0.8	-1	0.6	/	20	0	-26
CN(C)C(CNC(C(=O)Nc1ccc([N+](=O)[O-])cc1Br)c1ccccc1)c1ccccc1 (stereo not drawn)	122	6	0.1	30	-2.4	4	-2	-4	-25
COc1ccc(C)cc1N(CC(=O)N1CCc2ccccc2C1)S(C)(=O)=O	94	8	-3.3	-22	-1.6	-2	14	-4	-5
O=C(N/C(=C\c1cccs1)C(=O)N1CCCCCC1)c1ccccc1	101	1	-1.4	-27	-3.2	3	-14	-9	0
CC(C)(C)OC(=O)N1Cc2ccccc2C[C@H]1C(=O)N1CCC[C@H]1C(=O)O	96	-5	-4.1	-18	-1.2	-2	3	4	13
CSc1nc2ncc(C(=O)O)c(N)n2n1	104	13	-4.8	-2	-3.8	-1	-8	-7	4
COc1cccc(-c2nnn(CC(=O)NC3CCCC3)n2)c1OC	98	31	-0.5	-4	0.6	-5	7	-6	-5
CCOc1ccc(Br)cc1C(=O)N/N=C/c1cccc(C)n1	103	-8	0.3	-2	-0.2	0	2	-2	11
